Screens (PubChem BioAssay)
RGS12 GoLoco inh: inhibitors of human Gai1-RGS12 GoLoco interaction (red fluorophore); P63096; Gai1:RGS12 GoLoco peptide FP, rhodamine, 10 min; Potency, µM (titrated, usually from 61.6 µM), inactives show top-dose activity, negative = inhibition, hits mostly inhibitors; hit rate 0.44% among 230,000; active = well fitted inhibition curve with a large enough effect, not every such curve was filed as active; inactive = no such curve, though single readings can be large or run the other way; also: % is scaled to controls: 0 for no effect and ±100 for the full control effect; nearly all actives have a fitted effect of over 30% in size; many of its hits are not listed in these tables
Target sequence (P63096 whole entry, looked up): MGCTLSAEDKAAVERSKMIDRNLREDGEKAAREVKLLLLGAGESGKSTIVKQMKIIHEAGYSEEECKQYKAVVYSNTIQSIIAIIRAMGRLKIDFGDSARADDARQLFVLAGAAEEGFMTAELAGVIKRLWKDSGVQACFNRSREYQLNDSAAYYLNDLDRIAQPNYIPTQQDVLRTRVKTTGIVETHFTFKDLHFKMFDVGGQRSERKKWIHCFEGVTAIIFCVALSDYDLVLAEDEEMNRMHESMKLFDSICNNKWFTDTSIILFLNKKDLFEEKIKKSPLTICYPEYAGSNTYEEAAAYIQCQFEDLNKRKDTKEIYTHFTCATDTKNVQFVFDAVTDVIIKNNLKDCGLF
Epigenetic reg: derepresses silenced GFP reporter in murine cells; AID 1865; murine LDR cells, GFP reporter derepression, 30 h; Potency, µM (highest dose often 53.9 µM), for the others: top-dose GFP activation, most hits filed as activators; hit rate 0.2% among 280,000; also: % of control where 0% means no effect; nearly all actives have a fitted effect of over 60% in size
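Derepression of a silenced CMV-GFP reporter in murine LDR cells is scored by enumerating GFP-positive cells with a laser-scanning microplate cytometer after 30 hours of treatment at 37 C.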
Luc counter: Kinase-Glo luciferase inhibition (counter-screen); hit rate 0.28% among 200,000; Kinase-Glo luciferase, ATP luminescence, 8 min; Q27757; Potency, µM (doses to about 38.3 µM), without a hit: top-dose activity change, negative = inhibition, most hits filed as inhibitors; also: % is scaled to controls: 0 for no effect and ±100 for the full control effect; nearly all actives have a fitted effect of over 60% in size
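Luminescence was the read-out, taken after 8-minute incubation at ambient temperature. Luciferase turned over luciferin with 10 uM ATP in imidazole pH 7.2 buffer containing KCl, MgCl2, Tween 20 and BSA.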
RECQ1 helicase: inhibitors of human RECQ1 DNA helicase | RECQ1 DNA unwinding, red fluorescence kinetic read | Potency, µM (doses to about 57.3 µM), inactives show top-dose activity, negative = inhibition, most hits filed as inhibitors | hit rate 0.54% among 240,000 | AID 2549;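 also: plate controls were vehicle for no effect and no enzyme for full effect; nearly all actives have a fitted effect of over 30% in size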
Target sequence (P46063 whole entry, looked up): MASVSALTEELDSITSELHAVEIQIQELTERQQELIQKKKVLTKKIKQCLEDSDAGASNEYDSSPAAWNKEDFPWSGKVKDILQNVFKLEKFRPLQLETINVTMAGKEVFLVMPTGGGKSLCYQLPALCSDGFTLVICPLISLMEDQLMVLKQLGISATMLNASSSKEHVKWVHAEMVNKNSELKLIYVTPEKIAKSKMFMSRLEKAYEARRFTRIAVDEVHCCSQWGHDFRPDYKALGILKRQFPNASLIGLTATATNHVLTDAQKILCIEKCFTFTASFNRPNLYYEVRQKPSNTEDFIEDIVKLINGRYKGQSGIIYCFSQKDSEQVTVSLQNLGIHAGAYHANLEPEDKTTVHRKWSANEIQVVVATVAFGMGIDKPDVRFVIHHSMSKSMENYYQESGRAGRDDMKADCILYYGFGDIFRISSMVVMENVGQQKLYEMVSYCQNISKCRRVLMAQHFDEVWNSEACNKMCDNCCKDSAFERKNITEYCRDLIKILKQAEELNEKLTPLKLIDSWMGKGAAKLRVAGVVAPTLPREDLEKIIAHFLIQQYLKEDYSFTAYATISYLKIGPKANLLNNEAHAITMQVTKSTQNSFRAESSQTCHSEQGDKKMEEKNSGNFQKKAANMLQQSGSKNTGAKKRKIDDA
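50 nM RECQ1T1 preincubated 15 min with compound in Tris pH 8.0 buffer with MgCl2, DTT, Tween-20 and 2.5 ug/ml poly(dI-dC); started with 200 nM TAMRA/BHQ-2 forked duplex and 2 mM ATP. Unwinding read as fluorescence (525/598 nm), two reads 2 h apart.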
IMPase Li inh: membrane-permeable IMPase blocker, potentiated with lithium | hit rate 0.35% among 210,000 | CHO-M1 cells, IP1 TR-FRET (IP-One), carbachol + lithium | Potency, µM (highest dose often 59.4 µM), for the others: at the top dose activity, negative = IMPase inhibition, usual class: inhibitors | AID 1457;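 also: IP1 builds up when IMPase is blocked and the TR-FRET signal falls; plate controls were basal vehicle for no effect and high inhibitor control for full effect; nearly all actives have a fitted effect of over 50% in size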
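CHO cells stably expressing M1 receptor (2000/well, cultured 16–30 h) treated 30 min at 37C with compound plus low lithium. Cytosolic IP1 by TR-FRET (665/620 ratio and 620 channel) after 10 min lysis; AC50 by Hill fit.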
SMN2 splice up: SMN2 splice variant enhancement; Potency, µM (titrated, usually from 46.1 µM), without a hit: top-dose activity change, positive = activation, hits mostly activators; HEK293 SMN2-luciferase splicing reporter, luminescence, 30-36 h; hit rate 2.8% among 210,000; also: % of control where 0% means no effect; nearly all actives have a fitted effect of over 55% in size
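qHTS luciferase splicing reporter: luminescence rises when SMN2 exon 7 is included in transfected HEK293 cells. Compound exposure lasted 30-36 h at 37C, with 4.5 mM final sodium butyrate as control, followed by a ONE-Glo read.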
JMJD2E inh: JMJD2E (human) inhibition. Potency, µM (doses to about 57.1 µM), for the others: at the top dose activity change, negative = inhibition, usual class: inhibitors. hit rate 1.6% among 230,000. B2RXH2. AID 2147. JMJD2E catalytic domain, FDH-coupled NADH fluorescence (FDH is formaldehyde dehydrogenase); active = well fitted inhibition curve with a large enough effect, not every such curve was filed as active; inconclusive = small, poorly fitted or top-dose-only effect, or another doubt; inactive = no such curve, though single readings can be large or run the other way;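 also: 0% = wells with enzyme and -100% = buffer wells without enzyme; nearly all actives have a fitted effect of over 50% in size; many of its hits are not listed in these tables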
NPSR antag: blocks cAMP signaling of the human neuropeptide S receptor; Q6W5P4; CHO-NPSR cells, cAMP TR-FRET, antagonist mode; Potency, µM (highest dose often 38.3 µM), without a hit: at the highest dose activity change, negative = inhibition, most hits filed as inhibitors; hit rate 1% among 220,000; AID 1461; also: % is scaled to controls: 0 for no effect and ±100 for the full control effect; nearly all actives have a fitted effect of over 50% in size; many of its hits are not listed in these tables
Numbers without * were called inactive; i = inactive; ? = inconclusive; · = no result given; & = joins results of further samples; [ ] = another dose, or the depositor's remark. Unless noted, calls follow the shape of the dose curve; as a rule, active = well fitted curve in the direction sought with a large enough effect; inconclusive = small, poorly fitted or top-dose-only effect, or another doubt; inactive = no such curve, though single readings can be large; an effect the other way counts as inactive or inconclusive. Potency is read from the fitted curve at half-maximal effect. Some of the compounds tested. The share of hits here may be higher or lower than overall.

item	Structure	RGS12 GoLoco inh	Epigenetic reg	Luc counter	RECQ1 helicase
1	C=CCc1cccc2cc(C(=O)NNC(=O)CC#N)c(=O)oc12	15%	-1.0%	·	-5%
2	O=C1Cc2ccccc2C(c2ccc(Cl)cc2Cl)N1 (stereo unspecified)	8%	-2.9%	·	0%
3	CCc1ccc(C2=NN(CCC(=O)NC(C)CCc3ccccc3)C(=O)CC2)cc1 (stereo unspecified)	-6%	-0.1%	-2%	0%
4	COc1cc(C)ccc1OCCOc1ccccc1Cl	-3%	0.0%	-5%	-11%
5	COC(=O)CC1C(=O)NCCN1C(=S)NC(=O)CCc1ccccc1 (stereo unspecified)	8%	0.9%	3%	i
6	COc1ccc(CCN(C(=O)c2cccc(F)c2)C2CC(=O)N(c3ccccc3)C2=O)cc1 (stereo unspecified)	-6%	0.0%	5%	-9%
7	O=C(Nc1cc(=O)[nH]c2ncnn12)c1ccccc1	5%	-1.1%	-7%	-2%
8	Cc1ccc(C2c3c(oc4ccccc4c3=O)C(=O)N2c2nncs2)cc1 (stereo unspecified)	7%	-1.6%	·	8%
9	COc1ccccc1N1CCN(Cc2ccc(O)c3ncccc23)CC1	-5%	?	-4%	-3%
10	COc1cc(C)c(Br)cc1S(=O)(=O)N1CCOCC1	-3%	-0.8%	1%	i

item	IMPase Li inh	SMN2 splice up	JMJD2E inh	NPSR antag
1	·	·	?	1%
2	·	·	-5%	-1%
3	9%	-19%	2%	-7%
4	3%[38.3 µM]	5%	4%	8%[46.1 µM]
5	-4%	12%	4%	8%
6	-7%	-3%	4%	6%
7	6%[38.3 µM]	-14%	-7%	-7%[46.1 µM]
8	·	·	3%	-17%
9	65%[activator][38.3 µM]	-74%[inhibitor]	1%	4µM*
10	-6%	-4%	0%	-4%[46.1 µM]

Structural class: the compounds so far containing a Cl atom.
item	Structure	RGS12 GoLoco inh	Epigenetic reg	Luc counter	RECQ1 helicase
2	O=C1Cc2ccccc2C(c2ccc(Cl)cc2Cl)N1 (stereo unspecified)	8%	-2.9%	·	0%
4	COc1cc(C)ccc1OCCOc1ccccc1Cl	-3%	0.0%	-5%	-11%

item	IMPase Li inh	SMN2 splice up	JMJD2E inh	NPSR antag
2	·	·	-5%	-1%
4	3%[38.3 µM]	5%	4%	8%[46.1 µM]

Further entries:
item	Structure	RGS12 GoLoco inh	Epigenetic reg	Luc counter	RECQ1 helicase
11	Cc1noc(C)c1CSc1nc2sc3c(c2c(=O)n1C)CCCC3	10%	-1.6%	-1%	-10%
12	COCCCNc1ncnc2c1cnn2-c1ccc(C)cc1C	-9%	-2.1%	1%	i
13	COc1cc(OC)c2c(-c3cccc(-c4sccc4C(C)=O)c3)cc(=O)oc2c1	0%	0.1%	-1%[39.9 µM]	i
14	CCOCC(=O)Nc1ccc(S(=O)(=O)NCCc2ccccc2)cc1	1%	-1.8%	0%	0%
15	O=C(c1ccc(F)cc1)N1CCN2C(=O)c3ccccc3C12c1ccccc1 (stereo unspecified)	-4%	2.3%	·	11%
16	O=C(CCCc1nc2ccccc2s1)NCc1ccccc1F	1%	-1.7%	-3%	4%
17	c1nc2n(n1)C1=C(CCCC1)C1(CCCCC1)N2	14%	-1.4%	-3%	i
18	Cc1ccc(S(=O)(=O)NNC2=NS(=O)(=O)c3ccccc32)c(C)c1	8%	0.0%	1%	13%
19	O=C1C=CC2=C3c4cc(O)c(O)cc4C[C@]3(O)COC2=C1	0.25µM*	8.0%	-2%	11µM*
20	NNC(=O)Cc1cccnc1	4%[14.2 µM]	·	-8%[7.66 µM]	·

item	IMPase Li inh	SMN2 splice up	JMJD2E inh	NPSR antag
11	14%[38.3 µM]	-5%	8%	?
12	-4%[38.3 µM]	29%	-10%	-4%[46.1 µM]
13	13%	·	·	·
14	-7%[38.3 µM]	-36%[inhibitor]	-3%	-6%[46.1 µM]
15	·	·	1%	-7%
16	-1%	-30%	4%	0%
17	-5%	-13%	5%	2%
18	6%	8%	9%	8%
19	50%[activator]	-8%	13µM*	·
20	-6%	-14%[9.22 µM]	·	·

Other compounds.
item	Structure	RGS12 GoLoco inh	Epigenetic reg	Luc counter	RECQ1 helicase
21	Cc1csc(Sc2nc3c(c(=O)[nH]c(=O)n3C)n2CCCc2ccccc2)n1	-2%	0.9%	7%	-7%
22	CN(C)c1ccc(N/C(N)=N/c2nc(C(F)(F)F)cc(C(F)(F)F)n2)cc1	7%	5.5%	-3%	-3%
23	O=S(=O)(Nc1cccc(Cl)c1)c1ccc2oc(=S)[nH]c2c1	2%	-0.1%	4%	-5%
24	C[C@@H](C(=O)NCc1ccc(S(C)(=O)=O)cc1)[C@H]1C[C@]1(C)[C@H](NC(=O)OCc1ccccc1)c1ccccc1	3%&-4%	5.7%&0.5%	4%&-5%	-2%
25	Cc1ccc2nc(SC(C)C(=O)N3CCOCC3)[nH]c2c1 (stereo unspecified)	-6%	-1.5%	-2%	-20%
26	CCOC(=O)Cc1csc(NC(=O)c2ccc(OC)c(OC)c2)n1	14%	-1.1%	-1%	-6%
27	COC(CNC(=O)c1cccnc1)OC	3%	1.1%	-3%	0%
28	O=c1c(/C=N/O)c(Nc2ccccc2)nc2ccccn12	32%[activator]	0.6%	5%	5%
29	Cc1ccc(S(=O)(=O)N(CC(=O)NCCC2=CCCCC2)Cc2ccccc2F)cc1	3%	-0.9%	-1%	-21%
30	N#Cc1c2c(c(=S)n(-c3ccccc3)c1N)CCCC2	-9%	-0.2%	13%	-5%

item	IMPase Li inh	SMN2 splice up	JMJD2E inh	NPSR antag
21	-9%[38.3 µM]	1%	6%	-19%[46.1 µM]
22	-8%	-20%	-22%	-18%
23	-7%	2%	-9%	-8%
24	19%&0%	-46%&-34%[inhibitor]	5%&-20%	-10%
25	-6%	20µM*	-2%	16%
26	-8%[38.3 µM]	-20%	9%	-13%[46.1 µM]
27	6%	·	22%	-11%
28	13%[38.3 µM]	-18%	-1%	?
29	9%[38.3 µM]	-20%	0%	?
30	-7%[38.3 µM]	-4%	?	-3%[46.1 µM]

Single records (already shown):
`CCOC(=O)Cc1csc(NC(=O)c2ccc(OC)c(OC)c2)n1` as listed: RGS12 GoLoco inh: 14%; Epigenetic reg: -1.1%; Luc counter: -1%; RECQ1 helicase: -6%; IMPase Li inh: -8%[38.3 µM]; SMN2 splice up: -20%; JMJD2E inh: 9%; NPSR antag: -13%[46.1 µM]
`O=S(=O)(Nc1cccc(Cl)c1)c1ccc2oc(=S)[nH]c2c1` as listed: RGS12 GoLoco inh: 2%; Epigenetic reg: -0.1%; Luc counter: 4%; RECQ1 helicase: -5%; IMPase Li inh: -7%; SMN2 splice up: 2%; JMJD2E inh: -9%; NPSR antag: -8%

(listing goes on)
item	Structure	RGS12 GoLoco inh	Epigenetic reg	Luc counter	RECQ1 helicase
31	CC(C)[C@H](NC(=O)NCCC1=CCCCC1)C(=O)O	1%	0.1%	·	2%
32	CCNc1nc(NC(C)C)nc(NS(=O)(=O)c2ccc(N)cc2)n1	4%	-2.1%	-3%	-10%
33	O=C(c1coc2ccc(O)c(CN3CCOCC3)c12)C1CC1	9%	-1.1%	4%	i
34	CCSc1nnc(NC(=O)c2cccs2)s1	5%	-1.4%	-10%	-4%
35	O=C(COC(=O)C1CC(=O)N(C2CCCCC2)C1)c1ccc(F)cc1 (stereo unspecified)	3%	0.0%	5%	10%
36	Cc1ccc(OCC(=O)NNC(=O)CCC(=O)Nc2ccc(C)cc2C)cc1	22%	0.9%	-1%	-2%
37	Cc1cc(N2CCCC(C(=O)Nc3cccc(Cl)c3)C2)n2ncnc2n1 (stereo unspecified)	-14%	1.4%	-3%	-4%
38	O=C(COC(=O)CCSc1ccc(Cl)cc1)Nc1ccc(F)cc1	8%	-0.5%	0%	-15%
39	CC(=O)C1=C(C)NC(SCC(=O)Nc2nc3ccccc3s2)=C(C#N)C1c1ccc(Cl)cc1 (stereo unspecified)	·	-0.9%	·	-20%
40	O=C(CCN(CCO)Cc1ccccc1)Nc1ccc(Br)cc1	·	-12%	·	-4%

item	IMPase Li inh	SMN2 splice up	JMJD2E inh	NPSR antag
31	·	·	5%	6%
32	13%[38.3 µM]	-6%	2%	-5%[46.1 µM]
33	-9%[38.3 µM]	4%	2%	-29%[46.1 µM]
34	-6%[38.3 µM]	22%	?	-4%[46.1 µM]
35	2%	5%	2%	8%
36	-5%[38.3 µM]	-4%	4%	-27%[46.1 µM]
37	11%	·	-10%	12%
38	0%	0%	2%	17%
39	·	·	?	-18%[46.1 µM]
40	·	·	-2%	-7%[46.1 µM]

The results go on.
item	Structure	RGS12 GoLoco inh	Epigenetic reg	Luc counter	RECQ1 helicase
41	COc1ccc(C2c3[nH]c4ccccc4c3CCN2C(=O)c2cn3ccccc3n2)c(F)c1 (stereo unspecified)	8%	5.6%	2%	i
42	COc1cc2[nH]c(=S)n(CCN3CCCCC3C)c(=O)c2cc1OC (stereo unspecified)	6%	0.0%	0%	-8%
43	O=C(NCc1ccc(F)cc1)c1cnc2n(c1=O)CCS2	-10%	0.8%	-5%	-5%
44	Cc1ccc(-c2csc(NC(=O)c3cnccn3)n2)cc1C	8%	1.1%	-2%	i
45	COC(=O)c1ccccc1OC(=O)c1cc[n+]([O-])cc1	3%	0.0%	0%	-17%
46	CCn1c(SCc2ccc(C(=O)OC)o2)nnc1-c1c[nH]c2ccccc12	0%	0.8%	-3%	-11%
47	CCN1CCN(CC(=O)N2c3ccccc3CC2C)CC1 (stereo unspecified)	3%	0.0%	2%	-2%

item	IMPase Li inh	SMN2 splice up	JMJD2E inh	NPSR antag
41	16%	·	-28%	29%
42	41%[activator][38.3 µM]	-15%	1%	-1%[46.1 µM]
43	-6%[38.3 µM]	0%	-3%	?
44	8%	1%	4%	3%
45	2%	-7%	4%	16%
46	-3%[38.3 µM]	-7%	-2%	-17%[46.1 µM]
47	13%[38.3 µM]	-6%	-9%	-6%[46.1 µM]
